Source: PubChem BioAssay
miR122 inh: inhibitors of miR-122 in Huh7 cells; Huh7 miR-122 Renilla luciferase sensor, 48 h; neutral wells = 0, positive control = 100; activation (reporter increase), % at 12.5 µM; actives 0.3% (n = 340,000); AID 602342;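 active = mean replicate activation score at least 90 and every replicate individually at or above 90; inconclusive = only one of the two criteria met; inactive = neither criterion met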;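 note: higher luciferase means less miR-122 activity so hits act as miR-122 inhibitors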
CFTR F508del cor: CFTR F508del correction in bronchial cells; CFBE cells, YFP halide quenching; stimulated with forskolin plus potentiator P3; % fluorescence drop versus neutral controls; activity (quench increase), % at 7.58 µM; actives 0.36% (n = 350,000); AID 720511;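 active = mean added fluorescence quench of at least 8% versus neutral control, with both replicates also reaching 8%; inconclusive = only one of the mean or replicate conditions met; inactive = mean below 8% and not both replicates reaching 8%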;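 note: cells transiently co-express mutant CFTR-F508del with the halide-sensitive YFP; corrector assay measuring rescue of mutant channel to the surface after 24 h compound exposure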
FN deposit inh: fibronectin deposition inhibition; AH1F fibroblasts, Alexa488-fibronectin deposition fluorescence, overnight; inhibition, % at 12.6 µM; actives 0.086% (n = 350,000);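 active = mean inhibition across replicates of 30% or more, regardless of how many single replicates reach that level; inconclusive = mean under 30% yet at least half of replicates reach 30%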;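 note: positive control wells lacked labelled fibronectin entirely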
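Test system: AH1F fibroblast monolayer depositing Alexa488-labelled fibronectin into matrix. Input: 10000 cells per well. Technique: fluorescence, ex 485 nm, em 525 nm. Buffer or medium: DMEM plus 2% serum, read in PBS. Timing: 1 h cell adhesion before compound, then overnight fibronectin incubation. Compound: single dose, pinned. Read-out basis: inhibition from reduced deposited-fibronectin fluorescence.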
EWS-Fli inh: blocks EWS/Fli oncoprotein-driven transcription; AID 651661; inhibition, % at 12.6 µM; actives 0.67% (n = 350,000); A673 NR0B1-luciferase reporter, viability-normalised;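 active = mean inhibition of at least 50% after viability correction, with every replicate also passing that limit; inconclusive = mean reaches 50% but only one of two replicates passes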;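 note: firefly luciferase signal divided by Alamar Blue viability fluorescence both relative to DMSO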
GSIS activator: primary screen for activators of insulin secretion dependent on glucose, INS-1E cells, GLuc reporter luminescence; activation, % at 16.6 µM; AID 743287; INS-1E GLuc reporter insulin secretion, 2-3 h; actives 0.61% (n = 370,000);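 active = lowest replicate activation of at least 40%, so every replicate reaches that level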;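 note: 0% = median of neutral control wells and 100% = median of IBMX positive control wells; some compounds called inactive have numbers as strong as hits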
PAX8 inh HTS: PAX8 transcriptional activity inhibition | AID 652154 | actives 1.2% (n = 360,000) | RMG-I TPO-luciferase reporter, SteadyGlo, 24 h | inhibition, % at 12.6 µM;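 active = mean replicate inhibition at least 60% with every replicate also reaching 60%; inconclusive = only one of the two criteria is met; inactive = mean below 60% and not all replicates reaching 60%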;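 note: luciferase light reporting Pax8 driven TPO promoter activity; plate controls were median of neutral control wells for no effect and mitoxantrone controls for full effect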
DENV2 CPE: DENV2-induced cell death inhibition; DENV2-infected cells, cytopathic effect rescue, plate reader; CPE inhibition, % at 9.99 µM; actives 1.7% (n = 350,000); AID 651640; in the data active = CPE inhibition above about 20%, passing the limit was not always enough; inconclusive = no clear call, values can overlap the other calls; tested in BHK-21 cells;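 note: 0% = median of neutral control wells and 100% = median of positive control wells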
Starred values were filed as active, the others as inactive; u = inconclusive; x = no result given; [ ] = another dose, or the depositor's remark.

SMILES | miR122 inh | CFTR F508del cor | FN deposit inh | EWS-Fli inh | GSIS activator | PAX8 inh HTS | DENV2 CPE
CN1CCN(C(=O)C[C@@H]2C[C@@H]3c4cc(NC(=O)NC5CCCC5)ccc4O[C@@H]3[C@@H](CO)O2)CC1 | -1[16.7 µM] | -0.7 | 4 | 0 | 0 | -1 | 0
CN1c2ccc(-c3ccccc3F)cc2[C@H]2[C@H](CCN2S(=O)(=O)c2ccccc2F)[C@@H]1CO | 0[16.7 µM] | -1.6 | 5 | -4 | 18 | 0 | -6
Cc1ccc(-n2c(C)c3c(C)nnc(C)c3c2C)cc1N | -7 | -1.4 | -6 | 3 | -4 | -11 | 3
CC(C)(C)c1ccc(C(=O)N2CCN(c3ncccn3)CC2)cc1 | x | -0.1 | 4 | 7 | 25 | -9 | 19
Cc1ccc(C(O)c2ncc(-c3cccc(F)c3)[nH]2)cc1 (stereo not drawn) | 7 | 3.6 | 2 | -53 | -4 | -48 | u
Cc1ccc2c(CSc3nncs3)cc(=O)oc2c1 | x | 1.4 | x | -20 | 11 | x | -4
Cc1ccc(S(=O)(=O)N2CCC(C(=O)N3CCC[C@H]3C(=O)NCc3ccco3)CC2)cc1 | -6 | x | 0 | x | x | 8 | x
CCOC(=O)C(=NCC1CCCO1)NNc1ccccc1Cl (stereo not drawn) | -2 | -2.3 | 6 | 2 | 12 | 7 | -4
O=C1[C@H]2[C@@H](C(=O)N1c1cccc3ccccc13)C1(C(=O)c3ccccc3C1=O)N1CCC[C@@H]21 | -1 | x | 3 | x | 18 | -184 | x
C=CCOC(=O)C1=C(C)NC(C)=C(C(=O)OCC=C)C1c1ccco1 | x | 0.1 | 8 | -3 | x | -4 | -1
CCC(=O)N1CC2(CN(Cc3ccc(F)cc3)C2)c2c(n(C)c3cc(OC)ccc23)[C@@H]1CO | x | 1.2 | -3 | 18 | 3 | x | 21*
O=C(CCCOc1ccccc1)N1CCN(S(=O)(=O)c2ccccc2)CC1 | x | 1.2 | 10 | -10 | 8 | -13 | u
CCOC(=O)/C=C/C(=O)OCc1csc(CC(=O)Nc2ccccc2C)n1 | x | -0.2 | -1 | 1 | -4 | 15 | 3
Cc1noc(C)c1NC(=O)N(C)C[C@@H]1Oc2c(NS(=O)(=O)c3cn(C)cn3)cccc2C(=O)N([C@@H](C)CO)C[C@H]1C | 6[16.7 µM] | 1.9 | -3 | -17 | -6 | x | -4
Cc1cc(C)cc(NC(=O)C(=O)NCC2CCCO2)c1 (stereo not drawn) | x | 1.1 | 6 | -16 | -4 | -27 | -8
O=C(CSc1nnc(Cn2c(=O)sc3ccccc32)n1-c1ccccc1)N1CCCC1 | 0 | -0.1 | 4 | -6 | 5 | 9 | -3
COc1cccc(NC(=O)c2ccc3c(c2)OCCO3)c1 | -5 | -2.5 | 3 | u | 26 | 14 | 1
Cc1cc(Nc2cccc(C)c2C)n2ncnc2n1 | -6 | 1.7 | -4 | 10 | 8 | 13 | -4
O=C(COc1ccc(S(=O)(=O)NC2CCCCC2)cc1)N1CCN(c2ccc(F)cc2)CC1 | 24 | 6.0 | -3 | 11 | -49 | 9 | -2
COc1ccc(NC(=O)NCc2ccc3c(c2)OCO3)cc1OC | -6 | 0.5 | -5 | x | 28 | 11 | -3
C=CCOCCN1C(=O)C2C3C=CC(C2C1=O)C1C2C(=O)N(CCOCC=C)C(=O)C2C31 (stereo not drawn) | x | 0.8 | -2 | 1 | 7 | -1 | 0
NC(=NC1CCCCC1)c1ccc([N+](=O)[O-])cc1 | 1 | x | -1 | x | x | -14 | x
COc1ccc(S(=O)(=O)N[C@@H]2C=C[C@@H](CC(=O)NCCc3ccccc3)O[C@H]2CO)cc1 | x | -1.0 | x | -3 | -2 | -10 | -3
C[C@@H]1CN([C@H](C)CO)C(=O)c2cc(NC(=O)c3ccncc3)ccc2O[C@@H]1CN(C)S(=O)(=O)c1cccs1 | 25[16.7 µM] | -0.9 | 0 | -6 | 12 | x | u
O=C(Nc1nnc(SCc2ccc(F)cc2)s1)C1Cc2ccccc2CN1C(=O)c1ccco1 (stereo not drawn) | -10 | x | -7 | x | x | 2 | x

Fetched by compound from above (2):
SMILES | miR122 inh | CFTR F508del cor | FN deposit inh | EWS-Fli inh | GSIS activator | PAX8 inh HTS | DENV2 CPE
Cc1cc(Nc2cccc(C)c2C)n2ncnc2n1 | -6 | 1.7 | -4 | 10 | 8 | 13 | -4
CCOC(=O)C(=NCC1CCCO1)NNc1ccccc1Cl (stereo not drawn) | -2 | -2.3 | 6 | 2 | 12 | 7 | -4

Reformatted: results already given.
| SMILES | miR122 inh | CFTR F508del cor | FN deposit inh | EWS-Fli inh | GSIS activator | PAX8 inh HTS | DENV2 CPE |
| --- | --- | --- | --- | --- | --- | --- | --- |
| CN1c2ccc(-c3ccccc3F)cc2[C@H]2[C@H](CCN2S(=O)(=O)c2ccccc2F)[C@@H]1CO | 0[16.7 µM] | -1.6 | 5 | -4 | 18 | 0 | -6 |
| Cc1ccc(-n2c(C)c3c(C)nnc(C)c3c2C)cc1N | -7 | -1.4 | -6 | 3 | -4 | -11 | 3 |
| CC(C)(C)c1ccc(C(=O)N2CCN(c3ncccn3)CC2)cc1 | x | -0.1 | 4 | 7 | 25 | -9 | 19 |
| Cc1ccc(C(O)c2ncc(-c3cccc(F)c3)[nH]2)cc1 (stereo not drawn) | 7 | 3.6 | 2 | -53 | -4 | -48 | u |

The main list resumes; the 2 compounds before the break are reprinted first.
SMILES | miR122 inh | CFTR F508del cor | FN deposit inh | EWS-Fli inh | GSIS activator | PAX8 inh HTS | DENV2 CPE
C[C@@H]1CN([C@H](C)CO)C(=O)c2cc(NC(=O)c3ccncc3)ccc2O[C@@H]1CN(C)S(=O)(=O)c1cccs1 | 25[16.7 µM] | -0.9 | 0 | -6 | 12 | x | u
O=C(Nc1nnc(SCc2ccc(F)cc2)s1)C1Cc2ccccc2CN1C(=O)c1ccco1 (stereo not drawn) | -10 | x | -7 | x | x | 2 | x
Cc1c(N2C(=O)/C(=C\c3ccccc3O)SC2=S)c(=O)n(-c2ccccc2)n1C | 3 | -1.3 | -19 | -4 | 5 | -4 | -8
CCCc1nnc(SCC(=O)Nc2ccc(C(=O)OCC)cc2)o1 | x | 1.9 | -7 | 23 | 9 | -7 | -4
CCN(CC(=O)Nc1cccc(OC)c1)CC(=O)Nc1ccc(C)cc1Cl | x | -0.7 | x | 7 | -31 | -6 | -3
CC1CCC2(CC1)NC(=O)N(CC(=O)N1CCN(C(=O)c3ccco3)CC1)C2=O (stereo not drawn) | -1 | -0.2 | 2 | 1 | x | -7 | 2
CCC(=O)N1CCc2cc(OC)c(OC)cc2C1COc1ccc(F)cc1 (stereo not drawn) | 2 | 0.0 | 9 | 4 | -15 | 2 | 14
Cc1ccc2c(c1)N(C(=O)CCC(=O)NCCCN(C)Cc1ccccc1)CCO2 | 3 | -0.3 | -9 | 7 | 18 | x | -9
OCCC1CN(Cc2ccc(Oc3ncccn3)cc2)CCN1Cc1ccc(F)c(F)c1 (stereo not drawn) | 10 | -0.8 | 1 | 1 | -4 | -4 | -1
CC1=C(C(=O)N(C)C)CC(CC(=O)NCCCN(C)C)C(=O)N1CCC1=CCCCC1 (stereo not drawn) | -3 | -1.1 | 11 | -4 | 24 | -4 | 9
CC(=O)Nc1ccc(S(=O)(=O)NCCC(=O)OCc2ccccc2F)cc1 | x | 0.8 | 1 | 1 | x | -6 | -1
CN(Cc1ncc[nH]1)Cc1cn(-c2ccccc2)nc1-c1ccc2c(c1)OCO2 | 7 | -0.8 | -1 | -1 | 16 | 0 | -1
Cc1ccsc1C(=O)OCC(=O)NCCC1=CCCCC1 | x | x | x | 65* | -4 | -27 | 5
[O-]/[N+](=C/c1ccco1)c1ccccc1 | 53 | -0.9 | 5 | x | -5 | -22 | -4
Cc1nc(Nc2ccc(C(=O)O)cc2)sc1-c1ccccc1 | x | -2.1 | 6 | u | 7 | -11 | 2
CCOC(=O)N1CCN(C(=O)CSc2ccc(-c3ccc(OC)cc3)nn2)CC1 | x | -0.7 | x | -13 | 5 | -5 | -1
COc1ccc(Br)c(C(=O)Nc2cccc(S(=O)(=O)N3CCOCC3)c2)c1 | x | 2.3 | -10 | 6 | -17 | -3 | -2
COc1ccc(NC(=O)Nc2ccc3c(c2)CC(=O)N([C@H](C)CO)C[C@@H](C)[C@H](CN(C)S(=O)(=O)c2cn(C)cn2)O3)cc1 | -5[16.7 µM] | 0.4 | x | -3 | 0 | 14 | 75*
COc1ccc(C(=O)Cc2cc(OC)c(OC)cc2C(=O)c2ccccc2F)cc1OC | x | 4.3 | 9 | -6 | x | -2 | 1
CCC(=O)N[C@@H]1CC[C@@H](CC(=O)NCC2CCCCC2)O[C@@H]1CO | 5[16.7 µM] | -1.6 | x | 4 | 18 | -2 | -1
CCC(C)N(C(=O)CSc1nnc2ccccn12)C1CCS(=O)(=O)C1 (stereo not drawn) | -3 | -1.3 | -2 | -5 | 35 | -8 | -4
C[C@H]1CCCCO[C@@H](CN(C)C(=O)Nc2ccccc2)[C@@H](C)CN([C@@H](C)CO)C(=O)c2cc(NC(=O)c3ccncc3)ccc2O1 | 3[16.7 µM] | -2.0 | -4 | -7 | -11 | -26 | -8
CCC/C=C/c1ccc(CN2C(CC(C)C)C(=O)N(Cc3cn(CCC4OCCCO4)nn3)CCS2(=O)=O)cc1 (stereo not drawn) | -8 | -0.9 | 0 | 11 | -7 | 30 | -12
O=C(NCc1ccccc1)[C@H]1CCCN1C(=O)[C@H]1CCCN1C(=O)c1ccc(F)cc1F | x | 0.6 | 3 | -9 | 8 | -19 | 1
O=C(O)C1CCCN1S(=O)(=O)c1cccc2nsnc12 (stereo not drawn) | x | -1.6 | 9 | -2 | 23 | 20 | -7
Cc1cccc(OC(=O)c2cncc(Br)c2)c1 | x | -0.1 | 3 | -12 | 4 | -10 | 0
CCCNC(=O)c1cc(C2CCCN(C(=O)c3cc(F)ccc3C)C2)on1 (stereo not drawn) | -2 | 2.6 | 8 | -3 | 10 | -6 | -2

The list goes on:
SMILES | miR122 inh | CFTR F508del cor | FN deposit inh | EWS-Fli inh | GSIS activator | PAX8 inh HTS | DENV2 CPE
CNC(=S)N(CCc1c(C)[nH]c2ccc(C)cc12)Cc1cccnc1 | 11 | 0.8 | -1 | 2 | -1 | -4 | u
COc1ccc(S(=O)(=O)N[C@H]2C=C[C@H](CC(=O)N3CCN(c4ccccc4)CC3)O[C@H]2CO)cc1 | x | 0.3 | x | 1 | 3 | -10 | -1
CN1CCN(C2CC(=O)N(CCc3ccccc3)C2=O)CC1 (stereo not drawn) | 0 | 1.2 | -22 | 2 | -2 | 14 | 7
CNC(=O)C[C@@H]1CC[C@@H]2[C@@H](COc3ccc(NC(=O)c4ccccc4Cl)cc3C(=O)N2C)O1 | -3[16.7 µM] | 1.0 | -11 | -8 | 0 | -24 | 4
C/C(=N/NC(=O)CNc1ccc(Cl)cc1C)c1ccc(C)cc1 | -8 | -2.6 | 7 | 0 | -7 | 0 | -6
CC(C)(C)c1ccc(C(=O)Nc2sc3c(c2C(=O)O)CCC3)cc1 | 0 | 0.1 | -7 | 23 | -18 | 80* | -6
COc1ccc(Cl)cc1NC(=O)C(C)N1CCc2ccccc21 (stereo not drawn) | x | 0.4 | -6 | 8 | 9 | 27 | 1
OC[C@H]1[C@H](c2ccc(C#CC3CC3)cc2)[C@H]2CN(CCC(F)(F)F)CCCCN21 | 2[16.7 µM] | 2.5 | x | 15 | x | 1 | 10
